NS5 inhibitors: flavivirus cap methylation enzyme inhibition – biochemical, confirmation dose response, primary screen (AID 588689) | Dengue-2 NS5 methyltransferase capping enzyme assay, biochemical; higher % means a stronger effect | inhibition, % at 25 µM; hits with a dose series show IC50 in µM | 340,000 tested, 0.3% active; in the data active = a potency from the dose series
Rac1 GTP hydrolysis: MgcRacGAP GTPase-activating activity inhibitors, confirmation, biochemical, ADP Hunter fluorescence; MgcRacGAP-stimulated Rac1 GTP hydrolysis, ADP Hunter fluorescence; higher % means a stronger effect; GST-tagged Rac1 F28L mutant substrate; one-dose inhibition, % at 30 µM; IC50 in µM for titrated hits; 340,000 tested, 0.6% active;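 active = first-screen hits whose inhibition reached a set limit at any dose in the follow-up dose series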;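 note: fluorescence reports GDP produced by GAP-driven GTP hydrolysis; strong numbers were not always called active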
Numbers without * were called inactive. The list is partial (hit frequency here may not be typical).

Every second line gives: NS5 inhibitors | Rac1 GTP hydrolysis
- C[C@@H]1CN([C@@H](C)CO)S(=O)(=O)c2ccc(Br)cc2O[C@@H]1CN(C)C(=O)c1ccccn1
 : -8% | 8%
- CCCCCC(=O)N1C[C@@H](O)[C@H](n2cc(-c3ccc(F)cc3)nn2)C[C@@H]1c1ccc(C)cc1
 : -5% | 8%
- NC(CSC1(c2ccc(F)cc2)c2ccccc2-c2ccccc21)C(=O)O (stereo unspecified)
 : -3% | 11%
- CSC[C@H]1CN(CCc2ccccc2)C(=O)[C@@H]1CC(=O)Nc1ccc(Br)cc1
 : -1% | 13%
- CCC(C)C(CO)NCCCn1cnc2c(OCc3ccccc3)ncnc21 (stereo unspecified)
 : -2% | 12%
- Cc1cc(C(F)(F)F)nc(NNc2nc(C)cc(C(F)(F)F)n2)n1
 : 2% | 1%
- C=CCn1c(=O)c(C(=O)Nc2ncccc2C)c(O)c2ccccc21
 : 6% | 23%
- COc1ccc2c(c1)CCO[C@]21O[C@H](CCO)C[C@H](O)[C@H]1O
 : -5% | 5%
- Cc1cccc(C)c1OCC(O)CN1CCN(C(=O)c2ccccc2)CC1 (stereo unspecified)
 : -2% | -24%
- O=C1COc2ccc(C(=O)COC(=O)CCCOc3ccccc3)cc2N1
 : -7% | 3%
- COCCNC(=O)CSc1nc(N)c(NC(=O)c2ccco2)c(=O)[nH]1
 : 3% | 6%
- Cc1ccc(S(=O)(=O)NN=CC=CC=NNS(=O)(=O)c2ccc(C)cc2)cc1
 : 15% | 20%
- O=C(OCc1cn([C@@H]2CN(C(=O)C3CCCCC3)[C@@H](c3ccccc3)C[C@H]2O)nn1)c1ccccc1
 : -3% | 14%
- O=C(CSc1nc(-c2ccccc2)c(-c2ccccc2)o1)N1CCCCC1
 : -1% | 5%
- O=C(c1ccc(S(=O)(=O)Cc2cc(F)ccc2F)c([N+](=O)[O-])c1)N1CCOCC1
 : -2% | 5%
- O=C(c1ccco1)N1CC2(CC(c3ccc(Cl)cc3)=NO2)CN1Cc1ccc(Br)cc1 (stereo unspecified)
 : -3% | 9%
- COc1cccc(C(=O)NCCS(=O)(=O)N2CCN(c3ccccc3)CC2)c1OC
 : -3% | 8%
- COC(=O)C1C2CC3c4[nH]c5cc(OC)ccc5c4CCN3CC2CC(OC2CCCCO2)C1OC (stereo unspecified)
 : -2% | 8%
- Cn1cnnc1SCC(=O)N1CCc2ccccc2C1
 : -4% | 6%
- O=C(Cn1nnc(-c2ccc(F)cc2)n1)NC(=O)NC1CCCCC1
 : -3% | 6%
- CN(CC(=O)NCc1cccs1)CC(=O)Nc1ccccc1Cl
 : -2% | 30%
- C[C@H](CO)N1C[C@H](C)[C@@H](CN(C)S(=O)(=O)c2ccccc2F)OCc2cnnn2CCCC1=O
 : -14% | -14%
- CS(=O)(=O)N(CCc1ccccc1)CC(=O)N1CCCCCC1
 : -3% | 3%
- O=C(CCN1CCN(c2ccccc2)CC1)NNC(=O)c1ccccc1
 : -2% | 10%
- COc1ccccc1NC(=O)N(C)C[C@@H]1OCc2cn(nn2)CCCC(=O)N([C@@H](C)CO)C[C@H]1C
 : -6% | 13%
- Nn1c(COc2ccccc2F)nnc1SCC(=O)NCC1CCCO1 (stereo unspecified)
 : 1% | 10%
- Nc1ccn(C2OC(CCl)C(O)C2O)c(=O)n1 (stereo unspecified)
 : -2% | 4%
- O=C(COC(=O)c1cc(S(=O)(=O)N2CCOCC2)ccc1Cl)NC1CCCCC1
 : 1% | 6%
- O=C1Nc2cccc3c2N(CCC3)C2=C1CCC2
 : 25% | 3%
- O=C(CC1CCCC1)NCCS(=O)(=O)N1CCN(c2ccccc2)CC1
 : -4% | -4%
- CCN(c1ccccc1)S(=O)(=O)c1ccc(OC)c(NC(=O)c2ccco2)c1
 : -6% | 0%
- CCN(CC)C(=O)C1=C(C)N(Cc2ccc(C(C)(C)C)cc2)C(=O)C(CC(=O)NCCN2CCOCC2)C1 (stereo unspecified)
 : 1% | 4%
- C[C@H]1CN([C@@H](C)CO)S(=O)(=O)c2ccc(Br)cc2O[C@H]1CN(C)Cc1ccccc1
 : -7% | 16%
- CC(=O)Oc1[nH]c(=O)c2cccc3c2c1CCC3
 : -7% | 22%
- COc1cccc(CSC(C(=O)O)c2ccccc2)c1 (stereo unspecified)
 : -3% | 11%
- CCOC(=O)c1cnc2cc(-c3ccc(C)cc3)nn2c1C
 : -1% | 18%
- CC(=O)c1ccccc1C(=O)N1CCC(CCC(=O)NCc2ccc(F)cc2)CC1
 : 5% | 13%
- Cc1ccc(NC(=O)CCCN2C(=O)C(c3ccccc3)Oc3cccnc32)c(C)c1 (stereo unspecified)
 : -3% | 4%
- Cc1ccc(Cl)c(NC(=O)CN2C(=O)C(C)N(c3ccc(F)cc3)C2=O)c1Cl (stereo unspecified)
 : 3% | 15%
- CC(C)c1cc(C(=O)OCC(=O)NC2CC2)c(O)c(C(C)C)c1
 : 5% | 14%
- COCC(=O)N1CCC(c2nc3ccccc3[nH]2)CC1
 : 1% | 16%
- CCN(CC)CCN=c1c(C)nc(C#N)c(N)n1O
 : -1% | 5%
- COCCNC(=O)c1cc(S(=O)(=O)N(C)C2CCCCC2)ccc1Cl
 : -10% | -33%
- C[C@H]1CN([C@@H](C)CO)C(=O)CCCn2cc(nn2)CO[C@@H]1CN(C)S(=O)(=O)c1ccc(C#N)cc1
 : 2% | 17%
- O=C(NCc1ccccn1)c1ccccc1OCc1ccccc1Cl
 : -3% | 5%
- Cc1ccc(C(=O)CCC(=O)OCC(=O)Nc2cc(S(=O)(=O)N(C)C)ccc2C)cc1
 : 4% | 8%
- C[C@H]1CN([C@@H](C)CO)S(=O)(=O)c2ccc(Br)cc2O[C@@H]1CN(C)C(=O)CCN1CCCCC1
 : -1% | 8%
- C[C@@H]1CN([C@@H](C)CO)S(=O)(=O)c2ccc(Br)cc2O[C@H]1CN(C)C(=O)c1ccccc1
 : -3% | 11%
- CN(C)c1ccc(C=NN2C(=O)CSC2=S)c(Cl)c1
 : -35% | 5%
- COc1ccc(S(=O)(=O)N(C)C)cc1NC(=O)c1ccc(OCC2CCCO2)cc1 (stereo unspecified)
 : -1% | 14%

Rewritten with values ahead of the structure: 5 of the compounds above.
NS5 inhibitors	Rac1 GTP hydrolysis	smiles
1%	16%	COCC(=O)N1CCC(c2nc3ccccc3[nH]2)CC1
-1%	5%	CCN(CC)CCN=c1c(C)nc(C#N)c(N)n1O
-10%	-33%	COCCNC(=O)c1cc(S(=O)(=O)N(C)C2CCCCC2)ccc1Cl
2%	17%	C[C@H]1CN([C@@H](C)CO)C(=O)CCCn2cc(nn2)CO[C@@H]1CN(C)S(=O)(=O)c1ccc(C#N)cc1
-3%	5%	O=C(NCc1ccccn1)c1ccccc1OCc1ccccc1Cl

Additional results follow:
Every second line gives: NS5 inhibitors | Rac1 GTP hydrolysis
- C[C@@H]1Cn2cnc(C(=O)N[C@@H](Cc3c[nH]c4ccccc34)C(=O)OC(C)(C)C)c2C(=O)N1
 : -5% | 15%
- O=C1CCC(=O)N1CCC(=O)N(C(=O)NC1CCCCC1)C1CCCCC1
 : -2% | 5%
- C[C@@H]1CN([C@@H](C)CO)C(=O)c2cc(NC(=O)c3ccccc3)ccc2O[C@@H](C)CCCCO[C@@H]1CN(C)S(=O)(=O)c1ccc(F)cc1
 : -23% | 7%
- COC1CC(=O)C2OC(c3ccccc3)OCC2O1 (stereo unspecified)
 : 6% | 8%
- COc1cc(C(C)=O)ccc1OCC(=O)N1CCCC1c1ccc2c(c1)OCCCO2 (stereo unspecified)
 : -9% | 20%
- C[C@H](O)[C@@H]1C(=O)N2CCc3ccc(-c4ccccc4)cc3[C@@H]2C[C@@H]1N(C)C(=O)c1ccco1
 : -2% | 9%
- CCCCCCN1C[C@H](O)[C@@H](n2cc(C3CC3)nn2)C[C@@H]1c1ccccc1
 : -5% | -10%
- C[C@@H]1CN(Cc2nnnn2CC(=O)NCCCn2cccn2)C[C@H](C)O1
 : 1% | -6%
- O=C(O)CNc1nc(NCc2ccc(Cl)cc2)ccc1[N+](=O)[O-]
 : 12% | 7%
- COc1cccc(-c2ccc3c(c2)O[C@H](CN(C)C(=O)c2ccccc2F)[C@H](C)CN([C@H](C)CO)S3(=O)=O)c1
 : 1% | 12%
- CCOc1cc(N2CCOCC2)c(OCC)cc1NC(=O)c1cccc(S(=O)(=O)N2CC(C)OC(C)C2)c1 (stereo unspecified)
 : 2% | -7%
- C[C@@H]1CN([C@H](C)CO)C(=O)CCCn2nncc2CO[C@H]1CN(C)S(=O)(=O)c1ccc(-n2cccn2)cc1
 : 5% | 8%
- COCCn1c(C)cc(C(=O)CN2C(=O)C(=O)N(CCC3=CCCCC3)C2=O)c1C
 : -2% | 16%
- C[C@H](CO)N1C[C@H](C)[C@@H](CN(C)Cc2ccccc2C(=O)O)OCc2cnnn2CCCC1=O
 : 4% | 10%
- Cc1ccc(S(=O)(=O)Nc2ccc3c(c2)C(=O)N([C@@H](C)CO)C[C@@H](C)[C@@H](CN(C)CC2CC2)OCCCC[C@@H](C)O3)cc1
 : -7% | 17%
- NC(=O)CCC(C(=O)O)N1C(=O)C2C3CCC(C3)C2C1=O (stereo unspecified)
 : -2% | -1%
- CC(=O)NCCc1ccc(C(=O)COC(=O)c2cccs2)cc1
 : 1% | 3%
- Cc1nn(C2CCS(=O)(=O)C2)c(C)c1CN(C)C(=O)c1ccc(F)cc1 (stereo unspecified)
 : -5% | -6%
- CC(=O)Nc1ccc(-c2cc(C(=O)O)c3cc4ccccc4cc3n2)cc1
 : -1% | 10%
- O=C(c1c(F)cccc1Cl)N(Cc1ccco1)C1CCS(=O)(=O)C1 (stereo unspecified)
 : 2% | 17%
- O=C(COc1ccc(Cl)cc1Cl)NCCN1CCCC1
 : 2% | 7%
- COc1cc2c(cc1CNC[C@H]1O[C@@H](n3cc(C)c(=O)[nH]c3=O)C[C@@H]1O)OCO2
 : -4% | 7%
- NC(=S)NN=Cc1ccc(OC(=O)COc2cc(Cl)c(Cl)cc2Cl)cn1
 : -13% | 8%
- O=C(O)c1ccc([N+](=O)[O-])nc1
 : -4% | 7%
- COc1ncnc2c1ncn2CCCN1CCN(Cc2ccc(C)cc2)CC1
 : -6% | 15%
- CN(CCN1CCOCC1)C(=O)C1CCC(=O)N(Cc2ccc(Cl)cc2)C1 (stereo unspecified)
 : 9% | 5%
- C/C(NCCc1ccccc1)=C1/CCOC1=O
 : 4% | 2%
- C[C@@H]1CN([C@@H](C)CO)C(=O)c2cc(NC(=O)c3ccccc3)ccc2O[C@@H](C)CCCCO[C@@H]1CN(C)Cc1ccc(C(F)(F)F)cc1
 : -29% | 14%
- OCCNc1ncnc2c1nnn2Cc1ccccc1Cl
 : 2% | 5%
- C[C@H]1CN([C@@H](C)CO)C(=O)CCCn2nncc2CO[C@@H]1CN(C)Cc1ccc(C(F)(F)F)cc1
 : -4% | 8%
- COc1cccc(N2CCN(C(=O)c3ccc(OC)c(S(=O)(=O)NC4CC4)c3)CC2)c1
 : -1% | 6%
- O=C(Nc1ccc2c(c1)OCCO2)c1ccccc1Cl
 : 2% | 7%
- O=C(COC(=O)c1cccc(S(=O)(=O)N2CCOCC2)c1)NC1CCCCC1
 : -8% | 9%
- O=C(COC(=O)Cc1ccc(Cl)cc1)NCc1ccc(Cl)cc1
 : -2% | 3%
- O=C(O)C(=Cc1ccccc1[N+](=O)[O-])c1ccc2c(c1)OCO2
 : 1% | 12%
- C[C@H]1CN([C@@H](C)CO)C(=O)CCCn2nncc2CO[C@@H]1CN(C)C(=O)c1ccc2ccn(C)c2c1
 : -1% | 12%
- Cc1ccc(NC(=O)COc2ccccc2)cc1S(=O)(=O)N1CCCCC1
 : 0% | 7%
- CNC(=O)C1(c2ccccc2)CCCCC1
 : 2% | 6%
- CN(Cc1ccccc1)C(=O)CN1CCN(S(=O)(=O)c2ccccc2F)CC1
 : -5% | 11%
- COCOCCn1cc(CN2CCS(=O)(=O)N(Cc3ccc(-c4ccc(Cl)cc4)cc3)C(CC(C)C)C2=O)nn1 (stereo unspecified)
 : -1% | 14%
- COc1ccc(S(=O)(=O)N(C)C[C@@H]2OCc3cn(nn3)CCCC(=O)N([C@@H](C)CO)C[C@H]2C)cc1
 : -3% | 17%
- COc1cc(C(=O)COC(=O)c2ccc3c(c2)OCCO3)cc(OC)c1OC
 : 1% | 15%
- COC(=O)c1ccc(CSc2ccccc2NC(=S)Nc2cccc(C(F)(F)F)c2)o1
 : -6% | 7%
- CCC(C)(C)C1CCC2(CC1)NC(=O)N(CC(=O)N1CCN(c3ccccc3OC)CC1)C2=O (stereo unspecified)
 : -1% | 8%
- O=C(Nc1c(Cl)ccc2nsnc12)c1ccc(Br)o1
 : 2% | 9%
- CC1(C)CC(=O)C=C(c2ccc(-c3cccc4c3sc3ccccc34)cc2)C1=O
 : 4% | 13%
- O=C(CCNS(=O)(=O)c1ccc(Br)cc1)NCC(c1cccs1)N1CCOCC1 (stereo unspecified)
 : -3% | -1%
- CC1C(=O)N(Cc2cn(CCC3OCCCO3)nn2)CCS(=O)(=O)N1Cc1ccc(-c2ccc(F)nc2)cc1 (stereo unspecified)
 : 7% | 14%
- C[C@H]1CN([C@@H](C)CO)C(=O)c2cc(Br)cnc2O[C@@H]1CN(C)S(=O)(=O)c1cn(C)cn1
 : -4% | 14%
- COCCNc1nc2c(c(=O)n(C)c(=O)n2C)n1CCCc1ccccc1
 : 3% | 18%
- O=C(NCCCN1CCOCC1)c1cccc(S(=O)(=O)N2CCc3ccccc32)c1
 : -8% | 9%

Bioassay records deposited in PubChem by Southern Research Specialized Biocontainment Screening Center.
